Bioassay records deposited in PubChem by National Center for Advancing Translational Sciences (NCATS).
KDM5B inh: inhibitors of human KDM5B histone demethylase. Potency, µM (titrated, usually from 57.7 µM), inactives show at the top dose activity change, negative = inhibition, most hits filed as inhibitors. Q9UGL1. KDM5B demethylase, FDH-coupled NADH fluorescence (FDH is formaldehyde dehydrogenase). 220,000 compounds, 2.6% hits; active = well fitted inhibition curve with a large enough effect; inconclusive = small, poorly fitted or top-dose-only effect; inactive = no such curve, though single readings can be large or run the other way; also: 0% is about no effect; nearly all actives have a fitted effect of over 70% in size
Target sequence (Q9UGL1 whole entry, looked up): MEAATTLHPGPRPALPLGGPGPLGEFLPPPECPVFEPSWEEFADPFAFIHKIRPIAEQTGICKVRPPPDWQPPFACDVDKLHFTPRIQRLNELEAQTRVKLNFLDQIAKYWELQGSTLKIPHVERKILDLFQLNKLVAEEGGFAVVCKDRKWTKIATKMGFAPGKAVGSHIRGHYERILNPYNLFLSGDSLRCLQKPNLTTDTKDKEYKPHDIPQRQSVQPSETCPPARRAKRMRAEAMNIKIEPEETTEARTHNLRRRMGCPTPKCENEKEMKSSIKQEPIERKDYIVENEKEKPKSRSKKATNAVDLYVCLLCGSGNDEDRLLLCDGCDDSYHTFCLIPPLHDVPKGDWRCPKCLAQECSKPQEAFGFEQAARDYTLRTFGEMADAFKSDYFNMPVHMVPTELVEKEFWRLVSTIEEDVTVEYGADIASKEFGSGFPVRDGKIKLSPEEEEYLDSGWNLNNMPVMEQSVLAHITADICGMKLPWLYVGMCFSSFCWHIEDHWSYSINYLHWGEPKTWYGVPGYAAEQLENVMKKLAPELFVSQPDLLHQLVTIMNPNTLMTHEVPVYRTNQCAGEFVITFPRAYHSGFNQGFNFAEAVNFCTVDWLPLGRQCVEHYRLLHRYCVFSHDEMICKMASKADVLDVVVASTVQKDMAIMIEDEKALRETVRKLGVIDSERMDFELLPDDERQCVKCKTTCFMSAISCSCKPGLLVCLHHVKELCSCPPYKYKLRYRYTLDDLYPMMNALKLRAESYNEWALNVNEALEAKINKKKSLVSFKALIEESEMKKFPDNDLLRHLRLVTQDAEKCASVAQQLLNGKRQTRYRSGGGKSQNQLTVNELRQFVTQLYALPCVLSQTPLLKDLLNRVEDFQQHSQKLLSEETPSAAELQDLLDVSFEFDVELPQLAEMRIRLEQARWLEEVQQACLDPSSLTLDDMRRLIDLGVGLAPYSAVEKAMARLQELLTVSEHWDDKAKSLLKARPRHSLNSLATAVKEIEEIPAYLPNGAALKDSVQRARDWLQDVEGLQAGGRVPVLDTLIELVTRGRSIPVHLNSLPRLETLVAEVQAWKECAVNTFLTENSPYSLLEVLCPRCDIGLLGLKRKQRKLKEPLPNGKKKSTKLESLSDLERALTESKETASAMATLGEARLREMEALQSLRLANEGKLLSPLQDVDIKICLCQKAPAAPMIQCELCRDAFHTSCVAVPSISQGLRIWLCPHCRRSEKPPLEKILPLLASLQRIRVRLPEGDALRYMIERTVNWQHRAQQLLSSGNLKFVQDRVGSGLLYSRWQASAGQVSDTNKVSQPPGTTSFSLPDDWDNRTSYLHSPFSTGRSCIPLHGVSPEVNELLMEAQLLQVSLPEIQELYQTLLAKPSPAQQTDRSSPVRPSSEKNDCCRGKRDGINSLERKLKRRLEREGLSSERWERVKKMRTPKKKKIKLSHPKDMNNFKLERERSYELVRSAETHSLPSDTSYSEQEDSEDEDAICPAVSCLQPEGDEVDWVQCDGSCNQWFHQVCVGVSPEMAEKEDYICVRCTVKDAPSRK
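KDM5BΔAP (200 nM final) in 50 mM HEPES pH 7.5, 0.01% Tween-20 was preincubated 10 min at RT with compound over a concentration range. Substrate mix (H3K4me3 12.5 µM, α-KG 25 µM, Fe²⁺, ascorbate, NAD⁺, FDH) was added, and NADH fluorescence change over 30 min gave dose-response curves.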
* marks the source's active call; other numbers are inactive results; & = joins results of further samples; [ ] = another dose, or the depositor's remark. Potency is read from the fitted curve at half-maximal effect. Some of the compounds tested (hit frequency here may not be typical).

Results for CC(N(C)CC(=O)NC(N)=O)C(C)(C)C (stereo not given) ?
KDM5B inh: 13.9%

What do the screens show for `CC(C)c1noc(C2CCCN(S(C)(=O)=O)CCC(=O)NCC2)n1` (stereo not given)?
KDM5B inh: -3.9%

What do the screens show for `Cc1cc2nc3n(c(=O)c2n1CC(=O)Nc1ccc(F)cc1)CCCCC3`?
KDM5B inh: -1.8%

What do the screens show for `CCc1nc(NCc2ccncc2)c(C#N)c2c1CCCC2`?
KDM5B inh: inconclusive

Results for COc1cc(NC(=O)Cn2ccn3nc(-c4ccccc4)c(CO)c3c2=O)cc(OC)c1OC ?
KDM5B inh: -26.6%

How did COc1ccc(NC(=O)C(=O)NCCc2csc(-c3ccc(Cl)cc3)n2)cc1 do in these assays?
KDM5B inh: -18.8%

Results for CCCCOc1ccc2c(C)c(CCC)c(=O)oc2c1 ?
KDM5B inh: inconclusive

Results for Cc1ccc(OCc2nnc(SCC(=O)N3C(C)CCCC3C)o2)cc1 (stereo not given) ?
KDM5B inh: 2.8%

How did Cc1c(S(=O)(=O)N2CCCC2c2cccc(F)c2)cnn1C(F)F (stereo not given) do in these assays?
KDM5B inh: 7.5%

Results for Cn1cc(-c2cnc3[nH]cc(CC(=O)Nc4ccc(N5CCOCC5)cc4)c3c2)cn1 ?
KDM5B inh: inconclusive

How did CCC(Oc1ccccc1F)C(=O)Nc1c(C(=O)c2ccccc2)oc2ccccc12 (stereo not given) do in these assays?
KDM5B inh: inconclusive

How did CCC1CCCCN1S(=O)(=O)c1cc2c(cc1C)NC(=O)CO2 (stereo not given) do in these assays?
KDM5B inh: -16.8%

Results for CCOC(=O)c1ccc(NC(=O)c2nsc3ccccc23)cc1 ?
KDM5B inh: inconclusive

What do the screens show for `Cc1cccc(NC(=O)c2c(C)oc3ncnc(N4CCCCC4)c23)c1C`?
KDM5B inh: inconclusive

How did COc1cccc(C(C)N(C)Cc2nc(COc3ccccc3)no2)c1 (stereo not given) do in these assays?
KDM5B inh: 1.0%

A run of entries from the list above:
Results for CC(N(C)CC(=O)NC(N)=O)C(C)(C)C (stereo not given) ?
KDM5B inh: 13.9%

What do the screens show for `CC(C)c1noc(C2CCCN(S(C)(=O)=O)CCC(=O)NCC2)n1` (stereo not given)?
KDM5B inh: -3.9%

(cont.)
Results for CCN(CC)c1ccc(C=Nc2ccc(Br)c(Cl)c2)cc1 ?
KDM5B inh: -22.5%

What do the screens show for `Cc1cc(C)c2oc(C(=O)NCCc3nc(-c4ccccc4)no3)cc(=O)c2c1`?
KDM5B inh: 4.5%

Results for CCOc1ccc(C(=O)c2cn(CC(=O)Nc3ccc(OC)cc3)c3cc4c(cc3c2=O)OCO4)cc1 ?
KDM5B inh: -6.3%

Results for CC(C)(CC(=O)O)CC(=O)N1CCN2C(=O)c3cc(-c4ccc(Cl)cc4)ccc3NC(=O)[C@H]2C1 ?
KDM5B inh: inconclusive

What do the screens show for `CC(C)NC(=O)NC(=O)CN(C)Cc1ccccc1`?
KDM5B inh: -8.0%

What do the screens show for `COc1cc(OC)c(CNC(=O)c2c(C)noc2-c2cccs2)c(OC)c1`?
KDM5B inh: -14.8%

What do the screens show for `CN(c1ccccc1)S(=O)(=O)c1ccc(C(=O)Nc2nnc(C3CC3)s2)cc1`?
KDM5B inh: -10.1%

Results for O=C(O)Cn1nc(C2CCOCC2)nc1C1CNC(=O)C1 (stereo not given) ?
KDM5B inh: -1.8%

How did CC(C)Cn1cnc2c1c(=O)n(CC(=O)NCC(F)(F)F)c(=O)n2Cc1ccccc1 do in these assays?
KDM5B inh: -2.3%

How did COC(=O)C1=C(C)NC(C)=C(C(=O)OC)C1c1ccc(C)o1 do in these assays?
KDM5B inh: -5.8%

Results for O=C(NCc1ccc(F)cc1)N1CCC(c2noc(-c3cnccn3)n2)C1 (stereo not given) ?
KDM5B inh: 19.3%

Results for COc1ccccc1C(=O)COC(=O)Cc1coc2cc3c(cc12)CCC3 ?
KDM5B inh: 14.3%

Results for COc1ccc(CO[C@H]2COCCN(c3nc4ccccc4s3)C2)cc1 ?
KDM5B inh: -3.0%[86.2 µM]

What do the screens show for `CCCC(=O)n1nc(-c2ccc(Cl)cc2)nc1N`?
KDM5B inh: 13.3%

What do the screens show for `COc1ccc(NC(=O)C2(C)CCCc3cnc(Nc4cccnc4)nc32)cc1` (stereo not given)?
KDM5B inh: -20.9%[86.2 µM]

Reprinted from the part before: three compounds; new compounds follow.
Results for COc1ccc(CO[C@H]2COCCN(c3nc4ccccc4s3)C2)cc1 ?
KDM5B inh: -3.0%[86.2 µM]

What do the screens show for `CCCC(=O)n1nc(-c2ccc(Cl)cc2)nc1N`?
KDM5B inh: 13.3%

What do the screens show for `COc1ccc(NC(=O)C2(C)CCCc3cnc(Nc4cccnc4)nc32)cc1` (stereo not given)?
KDM5B inh: -20.9%[86.2 µM]

How did CCC(Cn1nnc2ccccc2c1=O)NC(=O)Nc1ccc(C)c(C)c1 (stereo not given) do in these assays?
KDM5B inh: 6.2%

Results for Cc1cc(C(C)(C)C)cc(C)c1CS(=O)Cc1cccc(F)c1 (stereo not given) ?
KDM5B inh: -12.2%

How did CCCCN(Cc1ccco1)C(=O)Cn1ncc2c([nH]c3ccccc32)c1=O do in these assays?
KDM5B inh: inconclusive

What do the screens show for `N[C@@H](Cc1cnc[nH]1)C(=O)N1CCC(c2cc(-c3ccccc3Cl)n[nH]2)CC1`?
KDM5B inh: -8.0%

What do the screens show for `O=C1CCC(C(=O)OCc2ccc(Br)cc2)=NN1`?
KDM5B inh: -20.9%

How did COc1ccc(C(=O)c2ccccc2)c(OCc2ccccc2C#N)c1 do in these assays?
KDM5B inh: 15.1%

Results for CC(C)Cn1nc(C(=O)Nc2ccc(SC(F)F)cc2)c2ccccc2c1=O ?
KDM5B inh: -4.7%

Results for N#CC1(NC(=O)CSC2=Nc3ccccc3CS2)CCCCC1 ?
KDM5B inh: 35.3%[activator]

How did Cc1ccc(CNc2nc3ccccc3nc2NS(=O)(=O)c2ccc(C)cc2)cc1 do in these assays?
KDM5B inh: 27.9%

How did COc1cc(/C=C2\CCC(C3CCCC3)C2=O)ccc1OCCC(C)C (stereo not given) do in these assays?
KDM5B inh: inconclusive

How did COc1ccc(-c2nc(CNC(=O)Nc3cccc(OC)c3)c(C)o2)cc1 do in these assays?
KDM5B inh: -3.1%

How did COC[C@H]1NC(=O)CC[C@H]1C(=O)NCc1ccccc1OC do in these assays?
KDM5B inh: 4.7%

How did O=C(NC1CC(=O)N(c2ccc3c(c2)OCCO3)C1)c1ccc(S(=O)(=O)N2CCOCC2)cc1 (stereo not given) do in these assays?
KDM5B inh: 9.4%

Results for Cc1cc(C)n2ncc(CN3CCCC3c3nc(-c4ccncc4)no3)c2n1 (stereo not given) ?
KDM5B inh: inconclusive

How did O=C(c1cc(-c2cccc(C(F)(F)F)c2)c2nncn2n1)N1CCN(c2ncccn2)CC1 do in these assays?
KDM5B inh: 5.6%[115 µM]

Results for C=C(C)Cn1c(CCNC(=O)c2ccco2)nc2ccccc21 ?
KDM5B inh: 14.5%

What do the screens show for `COc1cc(NS(=O)(=O)c2cc3c(cc2C)n(C)c(=O)c(=O)n3C)cc(OC)c1`?
KDM5B inh: inconclusive

Results for S=C(NCc1ccccc1)NCc1ccc(Cl)cc1Cl ?
KDM5B inh: 11.4%

How did CCOc1ccc(NC(=O)C2CCN(c3nnc(C)c4c(C)n(-c5ccccc5)nc34)CC2)cc1 do in these assays?
KDM5B inh: inconclusive

Results for O=C(NN1CC(C(=O)OCc2ccc(Br)cc2)CC1=O)c1ccccc1 (stereo not given) ?
KDM5B inh: 7.9%&-10.2%

How did Cc1cc(C)cc(NC(=O)CCn2cnc3c2c(=O)n(C)c(=O)n3C)c1 do in these assays?
KDM5B inh: 10.0%

What do the screens show for `C[C@@H]1CN(C(=O)c2cccc(C#N)c2)CC[C@@]1(O)C1CCOCC1`?
KDM5B inh: -2.4%

How did CC[C@@H]1[C@@H](NC(=O)Cc2csc(C(C)=O)c2)[C@@H]2CCO[C@H]12 do in these assays?
KDM5B inh: -25.0%

What do the screens show for `O=[S+]([O-])(Nc1ccccc1)c1ccc2c(c1)OCCN(Cc1ccc(F)cn1)C2`?
KDM5B inh: -15.3%[86.2 µM]

Results for Cc1ccccc1C(=O)NC1CCN(c2cc(C(F)(F)F)ncn2)CC1 ?
KDM5B inh: 8.6%

What do the screens show for `CC(=O)c1c(C)[nH]c(-c2csc(NC3CCCCC3)n2)c1C`?
KDM5B inh: inconclusive

How did CC(C)NC(=O)c1ccc(CSc2nc3ccncc3n2Cc2cccc(F)c2)cc1 do in these assays?
KDM5B inh: 7.2%

What do the screens show for `CNC(=O)C1(NC(=O)c2ccc(CCC(C)(C)O)cc2)CCCCC1`?
KDM5B inh: -19.8%

What do the screens show for `COc1ccc2oc(-c3ccc(NC(=O)c4ccc(Cl)cc4Cl)cc3)nc2c1`?
KDM5B inh: 1.3%

How did COc1cccc(CC(=O)N2CCCCCCNC(=O)[C@H]3CCC[C@H]32)c1 do in these assays?
KDM5B inh: -20.1%

Overlap with the part before: three compounds, then new ones.
What do the screens show for `CNC(=O)C1(NC(=O)c2ccc(CCC(C)(C)O)cc2)CCCCC1`?
KDM5B inh: -19.8%

What do the screens show for `COc1ccc2oc(-c3ccc(NC(=O)c4ccc(Cl)cc4Cl)cc3)nc2c1`?
KDM5B inh: 1.3%

How did COc1cccc(CC(=O)N2CCCCCCNC(=O)[C@H]3CCC[C@H]32)c1 do in these assays?
KDM5B inh: -20.1%

How did COc1ccc(NC(C)=O)cc1NC(C)C(=O)N(C)Cc1cccc(F)c1 (stereo not given) do in these assays?
KDM5B inh: -14.2%

How did Cc1cc2c(-c3cccnc3)nc(-c3c(C)noc3C)cc2[nH]1 do in these assays?
KDM5B inh: 28.2µM*

What do the screens show for `CCn1ccc(C(=O)N2CCC(F)(c3nc(-c4ccncc4)no3)CC2)n1`?
KDM5B inh: 60.2%[activator]

What do the screens show for `Cc1ccc(C(=O)C(C)OC(=O)c2cccc(N(C)C)c2)cc1` (stereo not given)?
KDM5B inh: -6.1%

How did O=C(Nc1ccc2nc(N3CCN(c4ccccc4)CC3)cc(C(=O)O)c2c1)c1cccc(Cl)c1 do in these assays?
KDM5B inh: 9.3%

What do the screens show for `CCCCNC(=O)c1ccc(F)cc1`?
KDM5B inh: 15.1%

How did CCC1CN(C(=O)N2CCC(C(=O)NCCc3cc(OC)ccc3OC)CC2)c2ccccc2O1 (stereo not given) do in these assays?
KDM5B inh: -3.1%

What do the screens show for `CCOc1ccccc1NC(=O)CCn1cnnn1`?
KDM5B inh: -6.3%

How did Cn1c(=O)c2nc(SCCC(=O)O)n(Cc3ccc(F)cc3)c2n(C)c1=O do in these assays?
KDM5B inh: -2.3%

How did CCCc1cc(=O)oc2cc(C)cc(OCC(=O)NCCN3CCOCC3)c12 do in these assays?
KDM5B inh: inconclusive

What do the screens show for `CNS(=O)(=O)c1cn(CC(=O)Nc2ccc(F)cc2F)cc1S(=O)(=O)NC`?
KDM5B inh: -7.6%

What do the screens show for `CCn1cc(C(=O)N(C)Cc2ccccc2)c(=O)c2cc(S(=O)(=O)N3CCCCC3)ccc21`?
KDM5B inh: -27.4%

How did CC(C)(C)NC(=O)Cc1n[nH]c(=O)c2ccccc12 do in these assays?
KDM5B inh: 2.1%

How did O=C(Nc1cc(Cl)cc(Cl)c1)C(=O)c1c[nH]c2ccccc12 do in these assays?
KDM5B inh: -16.8%

What do the screens show for `COc1cccc(S(=O)(=O)N2C[C@@H](C(N)=O)[C@H](C3CCN(C)CC3)C2)c1`?
KDM5B inh: -24.4%

What do the screens show for `CCCN(c1ccccc1F)S(=O)(=O)c1cc(-c2cc(C)no2)ccc1C`?
KDM5B inh: -16.1%

How did O=C(Nc1ccc(F)cc1F)c1cc(-c2ccco2)nc2ccccc12 do in these assays?
KDM5B inh: inconclusive

How did COc1ccc(CN2C(=O)CO[C@H]3CN(Cc4ccccc4)C[C@H]32)cc1 do in these assays?
KDM5B inh: -27.5%[86.2 µM]

Results for Oc1c(C(c2ccc(Cl)cc2Cl)N2CCCC2)sc2nc(-c3ccco3)nn12 (stereo not given) ?
KDM5B inh: -13.1%

How did COC(=O)c1cccc(NC(=O)c2ccc3c(c2)N(C)C2CCCCCN2C3=O)c1 (stereo not given) do in these assays?
KDM5B inh: inconclusive

Results for CSc1nsc(SCC(=O)Nc2cccc(NC(C)=O)c2)n1 ?
KDM5B inh: -4.1%

Results for N#Cc1ccc(CCC(=O)O)cc1 ?
KDM5B inh: 9.7%

How did CNC(=O)c1ccn2nccc2c1 do in these assays?
KDM5B inh: inactive

What do the screens show for `CC(C)(C)c1nnc(Nc2cccc(Cl)c2)[nH]c1=O`?
KDM5B inh: 4.3%

Results for O=C(CN1CCN(C(=O)CCNS(=O)(=O)c2ccc(F)cc2)CC1)Nc1ccccc1Cl ?
KDM5B inh: 3.2%

Results for O=C(Nc1cccc2cccnc12)C1=C(c2ccccc2)S(=O)(=O)CCO1 ?
KDM5B inh: -2.9%

Results for O=C1CC(c2ccc(Cl)cc2)CC2=C1C=Nc1ccccc1N2 (stereo not given) ?
KDM5B inh: 9.8%

What do the screens show for `CCc1ccc(-c2nc(C3CC(=O)N(c4ccc(OC)cc4)C3)no2)cc1` (stereo not given)?
KDM5B inh: -15.6%

Results for Cc1ccc(NC(=O)C(C)N(C)Cc2ccc3c(c2)OCCO3)cc1 (stereo not given) ?
KDM5B inh: -5.5%

An excerpt from above in order of molecular weight, smallest number first:
Results for CC(N(C)CC(=O)NC(N)=O)C(C)(C)C (stereo not given) ?
KDM5B inh: 13.9%

What do the screens show for `CC(C)c1noc(C2CCCN(S(C)(=O)=O)CCC(=O)NCC2)n1` (stereo not given)?
KDM5B inh: -3.9%

What do the screens show for `COc1cc(OC)c(CNC(=O)c2c(C)noc2-c2cccs2)c(OC)c1`?
KDM5B inh: -14.8%
